# Screening results as filed in PubChem.
# KOR beta-arrestin-1: KOR agonists, beta-arrestin recruitment, primary screen, cell-based, luminescence, uHTS (AID 1777). KOR beta-arrestin recruitment, luminescence; higher % means a stronger effect. Kappa-type opioid receptor (Homo sapiens). activation, % at 10 µM, or EC50 in µM where a hit was titrated. 0.02% of 280,000 active; in the data active means activation above about 50%, passing the limit was not always enough; further: a part of the inactive calls stands beside numbers as strong as those of hits
# HEK293 NOD2/NF-kB: NOD2 signaling inhibitors, cell-based, luminescence, uHTS, HEK293 (AID 1566); HEK293 NOD2/NF-kB luciferase reporter, luminescence; higher % means a stronger effect; 0.63% of 290,000 active; inhibition, % at 4 µM; hits with a dose series show EC50 in µM; further: many of its hits are not listed in these tables
# AID2073: inhibitors of Mint1-CaV2.2 protein interaction, biochemical, HTRF (AID 2073). Voltage-dependent N-type calcium channel subunit alpha-1B (Homo sapiens). HTRF protein-protein interaction, Mint1-CaV2.2; higher % means a stronger effect. inhibition, % at 20 µM, or IC50 in µM where a hit was titrated. 0.19% of 290,000 active; in the data active means inhibition mostly above about 51%, no sharp cut-off; inconclusive means no clear call, values can overlap the other calls; inactive means mostly below about 53%; further: some results filed as inactive read as strong as hits
# NOD1 NF-kB reporter: NOD1 signaling inhibitors, primary screen, cell-based, luminescence, uHTS (AID 1578) | NOD1-driven NF-kB luciferase reporter cells, luminescence; higher % means a stronger effect | one-dose inhibition, % at 4 µM; EC50 in µM for titrated hits | 1% of 290,000 active; in the data active means inhibition mostly above about 36%, no sharp cut-off; inactive means mostly below about 34%;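 further: HEK-293T reporter cells stimulated with the NOD1 agonist gamma-tri-DAP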
# West Nile antiviral: West Nile virus antiviral activity, cell-based, CPE readout (AID 1621); West Nile virus-infected cells, CPE inhibition; higher % means a stronger effect; one-dose CPE inhibition, % at 10 µM; IC50 in µM for titrated hits; 0.02% of 290,000 active; in the data active means a potency from the dose series; inconclusive means CPE inhibition mostly from about 3.7% at the one dose, without a potency; inactive means the rest, 99 in 100 with CPE inhibition below about 2.2%; further: strong numbers were not always called active
# Dengue-2 NS5 capping: Dengue-2 NS5 methyltransferase inhibitors, primary screen, biochemical, confirmation dose response (AID 588689). inhibition, % at 25 µM; hits with a dose series show IC50 in µM. Dengue-2 NS5 methyltransferase capping enzyme assay, biochemical; higher % means a stronger effect. Genome polyprotein (Dengue virus type 2 (strain 16681-PDK53)). 0.3% of 340,000 active; in the data active means a potency from the dose series; inconclusive means inhibition above about 29% without an active follow-up result
# KOR beta-arrestin-2: KOR antagonists, beta-arrestin recruitment, cell-based, luminescence, uHTS (AID 1778); inhibition, % at 10 µM, or IC50 in µM where a hit was titrated; KOR beta-arrestin recruitment, luminescence, antagonist mode; higher % means a stronger effect; Kappa-type opioid receptor (Homo sapiens); 0.091% of 290,000 active; further: strong numbers were not always called active
# HIV fusion peptide: inhibitors of HIV fusion peptide binding, primary screen, biochemical, uHTS, fluorescence dequenching (AID 1986) | cell-free peptide binding, fluorescence dequenching, 30 min; higher % means a stronger effect | inhibition, % at 20 µM; hits with a dose series show IC50 in µM | 0.3% of 290,000 active; in the data active means inhibition mostly above about 52%, no sharp cut-off; inactive means mostly below about 76%; further: some results filed as inactive read as strong as hits
# Yfh1-off respiration: enhancers of respiration in Yfh1-depleted yeast, dose response, Friedreich's ataxia, plus single-dose screen (AID 1465). S. cerevisiae Yfh1-off respiration, WST-1 reduction, 72 h; higher fold induction means a stronger effect. one-dose fold induction at 50 µM; EC50 in µM for titrated hits. 0.074% of 220,000 active;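 active means fold induction of absorbance versus untreated yeast above a set limit, then at least 30% activation at any dose in follow-up; inconclusive means repeats straddling the limit, or above it without dose testing; inactive means fold induction below the set limit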;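 further: activators that raise dye reduction in frataxin-depleted yeast; strong numbers were not always called active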
# Dengue-2 NS5 capping pilot replicate: recorded beside Dengue-2 NS5 capping, whose call it bears; inhibition, %; measured here: pilot screen replicate inhibition
# Active calls of the source: *; i = inactive; ? = inconclusive; · = not tested or not shown; & = joins results of further samples; [ ] = dose if it differs, or a comment. Unless noted, no stated cut-off is given here; in the data, active means inhibition above about 50%; inactive means the rest. The list is partial. The share of hits here may be higher or lower than overall.
SMILES,KOR beta-arrestin-1,HEK293 NOD2/NF-kB,AID2073,NOD1 NF-kB reporter,West Nile antiviral,Dengue-2 NS5 capping,KOR beta-arrestin-2,HIV fusion peptide,Yfh1-off respiration,others
Cc1ccc(NC(=O)CN(C)C(=O)CSc2nc(C)cs2)cc1,-3.6%,14%,6%,-24%,-0.3%,-1%,-3%,-2.1%,i,
S=C(c1ccccc1)N(c1ccccc1)c1ccccc1,0.4%,17%,-9%,38%,0.7%,-3%,4%,-4.5%,i,
COc1cc(C(=O)OCC(=O)Nc2ccc(OC(F)F)cc2)cc(OC)c1OC,-2.0%,13%,-2%,6%,-0.5%,2%,2%,0.3%,·,
O=C(CCc1ccccc1)Nc1ccc(NC(=O)C2CCCCC2)nc1,·,-1%,11%,-14%,0.3%,-7%,14%[20 µM],-0.2%,i,
CCn1c(SCc2ccc(C(=O)Nc3cc(C)cc(C)c3)cc2)nnc1-c1ccncc1,-3.9%,4%,3%,-8%,0.4%,0%,1%,1.0%,i,
CC(C)CN(C(=O)CSc1nnc2c(Cl)cc(C(F)(F)F)cn12)C1CCS(=O)(=O)C1 (configuration not stated),1.5%,8%,4%,-28%,-0.1%,-3%,4%,0.5%,i,
O=C(NC1c2ccccc2-c2ccccc21)N1CCCCC1,-1.9%,20%,-2%,1%,1.5%,-3%,-41%,2.2%,i,
CCN1CCN(Cc2ccc(NC(=O)c3cc(NC(=O)N4CCNC4=O)cc(OC)c3)cc2C(F)(F)F)CC1,10%,24%,11%,-5%,?,-6%&2%,-34%,2.3%,i,
O=C(c1ccccc1)c1ccc(-c2ccc(O)cc2)cc1,-6.5%,-81%,12%,-9%,-0.3%,0%,32%,0.0%,i,
Cc1nc2cnccc2n1C,0.2%,16%,-1%,-21%,0.0%,3%,-10%,-0.6%,i,
Cc1ccc(S(=O)(=O)CCC(=O)Nc2cccc(Cl)c2)cc1,0.8%,19%,-1%,1%,-0.7%,-10%,-6%,1.9%,·,
CC1CCN(S(=O)(=O)N2CCN(C(=O)c3ccc4c(c3)OCO4)CC2)CC1,2.7%,1%,8%,-11%,-0.5%,0%,-34%,1.0%,·,
Cc1oc(-c2cccs2)nc1CN1CC[C@@](O)(c2ccccc2)[C@H]2CCCC[C@@H]21,-4.6%,23%,16%,-23%,-0.8%,-3%,-4%,-1.6%,i,
Cc1[nH]n(-c2ccc([N+](=O)[O-])cc2)c(=O)c1C=NCCN1CCN(C(=O)c2cccc(F)c2)CC1,1.9%,10%,-2%,-14%,-0.4%,-2%,-27%,-2.1%,i,
Cc1cc(NC(=O)CN2C(=O)[C@@H]3[C@H](C2=O)[C@@H]2C[C@H]3C(Br)C2Br)no1 (some centres not stated),-2.4%,24%,-14%,-2%,0.0%,-7%,-17%,0.5%,i,
COc1cccc2cc(-c3ccnc(N)n3)oc12,-0.4%,-5%,10%,7%,0.0%,-1%,-4%,-3.5%,i,
COc1ccc(/C=N/OCC(=O)N=Nc2c(O)[nH]c3ccc(Br)cc23)cc1OC,2.9%,-17%,44%,20%,-1.1%,-3%,8%,-6.1%,i,
O=C(Nc1cccc2cccnc12)c1cccnc1,2.0%,-20%,-2%,-34%,0.6%,-7%,-26%,1.0%,i,
N#Cc1ccc(CN2C(=O)NC3(CCCCCC3)C2=O)cc1,-6.2%,-18%,-5%,-25%,0.1%,2%,-16%,0.4%,·,
COc1ccc(Cc2noc(CN(C)CC(O)c3ccccc3)n2)cc1OC (configuration not stated),1.4%,0%,-3%,-28%,-0.7%,4%,-13%,-0.7%,i,
OC1COC(OCC2OC(OCc3ccccc3)C(O)C(O)C2O)C(O)C1O (configuration not stated),0.5%,-10%,-4%,-14%,0.0%,-5%,-22%,5.1%,i,
O=C1COc2ccc(C(=O)COC(=O)c3sc4ccccc4c3Cl)cc2N1,8.5%,7%,16%,-32%,-0.3%,4%,3%,0.2%,i,
CCOC(=O)N1CCN(C(=O)C2CCN(Cc3ccc(O)c(OCC)c3)CC2)CC1,-1.9%,17%,1%,-16%,-0.1%,0%,-19%[20 µM],2.0%,i,
CC(C)(C)c1ccc(C(=O)NCC(=O)N2CCCC2)cc1,1.4%,-24%,-10%,-11%,-0.1%,2%,-21%,-0.3%,·,
COc1ccccc1C(=O)Nc1cccc2nc(C)ccc12,-3.3%,8%,0%,-30%,-0.1%,·,-4%,1.1%,·,

# Continuation:
SMILES,KOR beta-arrestin-1,HEK293 NOD2/NF-kB,AID2073,NOD1 NF-kB reporter,West Nile antiviral,Dengue-2 NS5 capping,KOR beta-arrestin-2,HIV fusion peptide,Yfh1-off respiration,others
CCc1ccc2oc(-c3cccc(N)c3)nc2c1,-0.8%,-278%,10%,-120%,-0.1%,2%,-1%,-2.3%,i,
CCn1nccc1C(=O)Nc1ccc(Cl)cc1Cl,-2.2%,18%,-2%,-9%,-0.6%,1%,22%,-0.5%,i,
O=C(OCCOCCN=C1NS(=O)(=O)c2ccccc21)c1ccccc1,9.0%,8%,2%,-12%,-0.3%,-3%,-18%,1.3%,·,
Cc1ccccc1-c1nnc(NC(=O)c2cc3ccccc3oc2=O)s1,2.3%,2%,15%,-26%,1.2%,·,6%,0.6%,i,
Cc1nn(-c2nc3ccccc3[nH]2)c(=O)c2ccccc12,-7.6%,87%*,20%,94%*,-2.0%,-5%,-5%,-2.0%,i,
CS(=O)(=O)Nc1ccc(Cc2ccc(NS(C)(=O)=O)cc2)cc1,-3.0%,10%,-3%,10%,-0.3%,-8%,-1%,-0.3%,i,Dengue-2 NS5 capping pilot replicate=1.8
Clc1cccc(Nc2nc(-c3ccncc3)cs2)c1,·,-40%,11%,13%,1.1%,-4%,-151%[20 µM],-1.4%,i,
O=C(Nc1ccnn1C1CCN(C/C=C/c2ccccc2)CC1)C1CCCC1,2.4%,10%,15%,-9%,-0.5%,1%,-16%,0.0%,·,
COc1ccc(C(C(=O)NC2CCCCC2)N(C(=O)c2ccco2)c2ccccc2C(C)=O)cc1 (configuration not stated),4.3%,-20%,-1%,-4%,-0.8%,-5%,-4%,-0.8%,·,
Cc1c(C(=O)O)oc2ccc(S(=O)(=O)N(CC(C)C)CC(C)C)cc12,5.1%,-15%,11%,-8%,0.2%,10%,-15%,14%,i,
O=C1C2C(c3ccccc3)C=CC(c3ccccc3)C2C(=O)N1C1CCCCC1 (configuration not stated),3.6%,-19%,7%,12%,-0.3%,2%,-42%,-0.4%,i,
CCC(=O)Nc1nc2ccc([N+](=O)[O-])cc2s1,-5.1%,-32%,5%,-2%,0.6%,-18%,18%,-0.9%,i,
COc1ccc(C(=O)/C=C/c2ccccc2C(F)(F)F)cc1,3.2%,-8%,-2%,-21%,2.4%,-7%,2%,1.8%,i,
CCN(CC)S(=O)(=O)c1ccc(NC(=O)c2cnccn2)cc1,9.8%,-18%,-4%,-12%,1.3%,-1%,-10%,2.4%,·,Dengue-2 NS5 capping pilot replicate=-3.1
O=C1c2cccc3cc(Br)cc(c23)C(=O)N1Nc1ccc(Br)cc1,1.7%,-25%,-4%,-18%,·,-2%,26%,-0.9%,·,
CCOc1ccc(C(=O)NCC(=O)OCc2cc(C(C)=O)ccc2OC)cc1,-1.2%,-3%,2%,-8%,0.1%,-9%,12%,1.7%,i,
O=[N+]([O-])c1cc(C(F)(F)F)ccc1Sc1ccc2ccccc2n1,5.4%,9%,-27%,·,1.5%,-7%,-11%,-4.6%,i,
COc1ccc(CCNC(=O)COC(=O)c2ccc(N3CCCC3=O)cc2)cc1,-7.9%,1%,2%,-27%,0.9%,-1%,-12%,-1.4%,i,
CCOC(=O)c1[nH]c(C)c(C(=O)NCc2ccco2)c1C,-3.8%,8%,-4%,-43%,0.3%,-7%,-1%,-1.6%,i,
COc1ccccc1CNC(=O)C1CCN(S(=O)(=O)c2ccc3c(c2)C(C)(C)C(=O)N3C)CC1,-3.9%,7%,1%,-8%,-0.4%,-2%,-4%[20 µM],1.4%,·,
CCOC(=O)C1CCCN(C(=O)c2ccc3oc(CCc4ccccc4)nc3c2)C1 (configuration not stated),-2.9%,8%,6%,-40%,-0.5%,-2%,-13%,-1.8%,·,
CCOC(=O)CNC1CC(=O)N(c2ccc(Br)cc2)C1=O (configuration not stated),3.0%,-4%,3%,-13%,0.5%,-4%,14%,-1.4%,·,
Cn1c(NC(=O)/C=C/c2c(F)cccc2Cl)cc(=O)n(C)c1=O,-1.3%,0%,19%,-5%,-0.5%,·,1%,2.0%,i,
CN(C)c1ccc(NC(=S)c2ccccn2)cc1,-2.3%,-8%,-41%,45%,-1.1%,·,11%,-1.8%,i,
CC(=O)Nc1nonc1NC(=O)CSC1=NCCS1,6.6%,4%,4%,5%,·,-1%,-35%,-1.2%,·,

# Other records follow.
SMILES,KOR beta-arrestin-1,HEK293 NOD2/NF-kB,AID2073,NOD1 NF-kB reporter,West Nile antiviral,Dengue-2 NS5 capping,KOR beta-arrestin-2,HIV fusion peptide,Yfh1-off respiration,others
COc1cc(/C=N\Nc2nc(-c3cccs3)c(NC(C)=O)s2)ccc1O,1.6%,1%,-9%,-12%,-0.1%,20%,-1%,0.6%,?,
CC1(C)CC(=O)c2c(-c3cccnc3)n[nH]c2C1,3.0%,-4%,3%,-21%,0.6%,-5%,2%,0.2%,i,
CC1CCC(C(C)C)C(OC(=O)Cn2c(-c3ccc(F)cc3)[n+](C)c3ccccc32)C1 (configuration not stated),5.8%,-4%,-13%,-11%,0.3%,0%,6%,1.7%,i,
Cc1ccc(-c2noc(CCC(=O)NCCN3CCOCC3)n2)cc1,-6.9%,12%,-2%,4%,-0.9%,·,-23%,0.3%,i,
CC(c1ccccc1)N1CCn2c(nc3cc(NS(C)(=O)=O)ccc32)C1 (configuration not stated),·,1%,6%,-19%,-0.6%,-8%,·,0.3%,i,
CC(C)(O)P(=O)(O)CCc1ccccc1,20%,-6%,-2%,-3%,0.0%,9%,3%,-1.3%,i,
O=C(CCc1nc2ccccc2c(=O)[nH]1)OCC(=O)N1CCN(S(=O)(=O)c2ccccc2)CC1,-4.3%,16%,-7%,12%,-0.1%,0%,5%,-0.7%,i,
Cc1cccc(N=Cc2cc3c(cc2[N+](=O)[O-])OCO3)c1,2.7%,-1%,-26%,5%,0.1%,27%,-17%,36%,i,
CC[n+]1ccc(C)c2cc(P(=O)(c3ccccc3)c3ccccc3)ccc21,1.1%,22%,19%,-2%,0.4%,11%,-1%,4.1%,i,
COc1cccc(CN2CCNC(=O)C2CC(=O)NCCCN2CCCC2=O)c1 (configuration not stated),3.8%,-47%,10%,23%,0.4%,13%,-36%,5.5%,·,
Cc1cccc2cc(COC(=O)c3ccccc3)c(=O)[nH]c12,5.1%,-4%,7%,-36%,0.1%,-3%,-19%,1.3%,i,
